Screening data: PubChem BioAssay, Broad Institute
TcdB inh = TcdB glycohydrolase inhibition | inhibition, % at 9.99 µM | AID 652162 | hit rate 0.24% among 350,000 | TcdB glycohydrolase enzymatic assay, plate reader; in the data active means inhibition above about 10%
The depositor's hits bear a star; & = joins results of further samples. A portion of the library; the hit share may differ from the screen's.

compound	TcdB inh
O=C1CSC(c2ccccc2)N1c1cccc(Cl)c1 (configuration not stated)	0.2
O=C(NCC1CC1)[C@@H]1[C@@H](CO)[C@@H]2Cn3c(ccc(C4=CCCC4)c3=O)[C@@H]2N1C(=O)C1CC1	-0.5
O=C(C[C@@H]1C[C@H]2c3cc(NS(=O)(=O)c4ccccc4)ccc3O[C@H]2[C@H](CO)O1)N1CCOCC1	-1.3
CC(C)C#Cc1cnc2c(c1)C(=O)N([C@@H](C)CO)C[C@@H](C)[C@H](CN(C)C(=O)Nc1ccccc1F)O2	-0.6
C[C@H]1CN([C@@H](C)CO)C(=O)c2cc(NS(=O)(=O)c3ccccc3)ccc2O[C@@H]1CN(C)C(=O)Nc1ccccc1	-0.1
CCC(=O)N1[C@H](CN(CC)C(=O)NC2CCCC2)[C@@H](c2ccccc2)[C@@H]1CO	0.4
C[C@@H]1CN([C@@H](C)CO)C(=O)c2cccc(NS(=O)(=O)c3cn(C)cn3)c2O[C@H]1CN(C)C(=O)Nc1ccc2c(c1)OCO2	-2.4
COC(=O)[C@H]1[C@H](CO)[C@H]2Cn3c(cccc3=O)[C@H]2N1CC1CCCCC1	-1.5
CCC(=O)N[C@H]1CC[C@@H](CC(=O)NCC2CCCCC2)O[C@@H]1CO	1.7
COCC(=O)N1[C@H](CO)[C@@H](c2ccccc2)C12CN(C(=O)c1ccccc1)C2	0.3

A section from further up, for reference:
compound	TcdB inh
C[C@H]1CN([C@@H](C)CO)C(=O)c2cc(NS(=O)(=O)c3ccccc3)ccc2O[C@@H]1CN(C)C(=O)Nc1ccccc1	-0.1
CCC(=O)N1[C@H](CN(CC)C(=O)NC2CCCC2)[C@@H](c2ccccc2)[C@@H]1CO	0.4
C[C@@H]1CN([C@@H](C)CO)C(=O)c2cccc(NS(=O)(=O)c3cn(C)cn3)c2O[C@H]1CN(C)C(=O)Nc1ccc2c(c1)OCO2	-2.4
COC(=O)[C@H]1[C@H](CO)[C@H]2Cn3c(cccc3=O)[C@H]2N1CC1CCCCC1	-1.5
CCC(=O)N[C@H]1CC[C@@H](CC(=O)NCC2CCCCC2)O[C@@H]1CO	1.7
COCC(=O)N1[C@H](CO)[C@@H](c2ccccc2)C12CN(C(=O)c1ccccc1)C2	0.3

Further entries follow.
compound	TcdB inh
CCCNC(=O)C[C@H]1CC[C@@H]2[C@H](COC[C@@H](O)CN2C(=O)C2CCOCC2)O1	-0.3
C[C@@H]1CCCCO[C@H](CN(C)C(=O)CCCN(C)C)[C@@H](C)CN([C@H](C)CO)C(=O)c2cc(NS(=O)(=O)c3cccs3)ccc2O1	-0.1
O=C(c1cccc(F)c1)N1C[C@@H]2[C@H](c3ccccc31)[C@H](CO)N2C(=O)C1CCOCC1	0.0
CN(C)C(=O)[C@@H]1[C@@H](CO)[C@@H]2Cn3c(ccc(-c4ccccc4)c3=O)[C@H]1N2CC1CCCC1	0.0
CCCC#Cc1cnc2c(c1)C(=O)N([C@@H](C)CO)C[C@@H](C)[C@@H](CN(C)C(=O)c1cccc(F)c1)O2	0.1
C[C@@H]1CN([C@@H](C)CO)C(=O)c2cc(-c3cccc(F)c3)cnc2O[C@@H]1CN(C)CC1CCOCC1	0.7
COCC(=O)N[C@H]1CC[C@H](CC(=O)NCc2ccc(Cl)cc2)O[C@@H]1CO	-0.1
C[C@H]1CN([C@@H](C)CO)C(=O)Cc2cc(NC(=O)Cc3ccccc3)ccc2O[C@@H]1CN(C)C(=O)Nc1cccc2ccccc12	0.8
Cc1ccc(S(=O)(=O)N(C)C[C@@H]2Oc3ccc(NC(=O)Cc4ccccc4)cc3C(=O)N([C@H](C)CO)C[C@@H]2C)cc1	0.9
C[C@@H]1CN([C@H](C)CO)C(=O)Cc2cc(NC(=O)Nc3ccccc3)ccc2O[C@H]1CN(C)Cc1ccc(-c2ccccc2)cc1	0.3

Of the compounds above, these have a Cl atom:
compound	TcdB inh
O=C1CSC(c2ccccc2)N1c1cccc(Cl)c1 (configuration not stated)	0.2
COCC(=O)N[C@H]1CC[C@H](CC(=O)NCc2ccc(Cl)cc2)O[C@@H]1CO	-0.1

Other results:
compound	TcdB inh
C[C@H](CO)N1C[C@H](C)[C@H](CN(C)C(=O)Cc2ccccc2)OCCCC[C@H](C)Oc2ccc(NS(=O)(=O)c3cccs3)cc2C1=O	0.9
C[C@@H]1CN([C@@H](C)CO)C(=O)c2cc(NS(=O)(=O)c3ccc(Cl)cc3)ccc2O[C@@H]1CN(C)C(=O)Nc1cccc2ccccc12	-1.0
Cc1ccc(S(=O)(=O)Nc2ccc3c(c2)C(=O)N([C@@H](C)CO)C[C@@H](C)[C@H](CN(C)C(=O)Nc2c(C)noc2C)O3)cc1	-2.7
COc1cccc(-c2ccc([C@@H]3[C@H](CO)N4C(=O)CN(C(=O)c5cccnc5)C[C@@H]34)cc2)c1	-4.8
CC(C)NC(=O)N(C)C[C@@H]1Oc2c(NC(=O)Nc3ccccc3)cccc2C(=O)N([C@@H](C)CO)C[C@H]1C	-2.6
N#C[C@H]1[C@@H](c2ccc(C3=CCCCC3)cc2)[C@@H](CO)N1C(=O)c1cccc(F)c1	-1.0
O=C(C[C@@H]1C=C[C@@H](NC(=O)CC2CC2)[C@@H](CO)O1)NCc1ccccc1	-0.2
CCC(=O)N1CC2(C1)CN(Cc1ccc(Cl)cc1)[C@@H](CO)c1[nH]c3cc(OC)ccc3c12	-0.6
O=C(C[C@H]1CC[C@H](NC(=O)c2ccc(F)cc2)[C@H](CO)O1)NCCc1ccccc1	0.3
C[C@H](CO)N1C[C@H](C)[C@@H](CN(C)C(=O)Cc2ccncc2)Oc2cc(C#Cc3ccccc3F)ccc2S1(=O)=O	1.3
CC(=O)N(C)C[C@H]1Oc2ncc(-c3ccc(C(=O)N(C)C)cc3)cc2C(=O)N([C@@H](C)CO)C[C@@H]1C	2.0
C[C@@H]1CN([C@@H](C)CO)C(=O)c2cccc(NC(=O)C3CCOCC3)c2O[C@@H]1CN(C)Cc1ccc2c(c1)OCO2	-0.3
C[C@@H]1CN([C@@H](C)CO)C(=O)c2cc(C#CCN(C)C)cnc2O[C@H]1CN(C)C(=O)Nc1cccc(F)c1	-0.2
C[C@@H]1CCCCO[C@H](CN(C)C(=O)c2ccccc2)[C@@H](C)CN([C@H](C)CO)C(=O)c2cc(NC(=O)Nc3cccc4ccccc34)ccc2O1	-2.4
COc1ccc(S(=O)(=O)Nc2ccc3c(c2)CC(=O)N([C@@H](C)CO)C[C@@H](C)[C@@H](CN(C)C(=O)Nc2ccccc2)O3)cc1	1.2
COC(=O)C1=C(C)N(C)C(=NCC2CC2)NC1c1ccccc1C(F)(F)F (configuration not stated)	-0.6
Cc1ccc(S(=O)(=O)N(C)C[C@H]2Oc3ccc(NS(=O)(=O)c4cccs4)cc3C(=O)N([C@@H](C)CO)C[C@H]2C)cc1	0.2
C[C@@H]1CN([C@@H](C)CO)C(=O)c2cccc(NS(C)(=O)=O)c2O[C@H]1CN(C)C(=O)NC1CCCCC1	-0.1
CCC(=O)N1[C@@H](CO)[C@@H](c2ccc(-c3ccccc3)cc2)[C@@H]1CN(CC)C(C)=O	1.7
C[C@H](CO)N1C[C@H](C)[C@@H](CN(C)C(=O)Nc2ccc(F)cc2)Oc2ccc(NC(=O)Nc3ccccc3)cc2CC1=O	0.2

Continuation:
molecule,TcdB inh
CO[C@@H]1CN(C)C(=O)c2cc(NC(=O)c3ccccc3F)ccc2OC[C@H](C)N(C(C)=O)C[C@@H]1C,-0.3
CC(C)NC(=O)N(C)C[C@H]1OCCCC[C@H](C)Oc2ccc(NC(=O)CCC(F)(F)F)cc2C(=O)N([C@H](C)CO)C[C@H]1C,1.1
COc1cccc(S(=O)(=O)Nc2ccc3c(c2)C(=O)N(C)C[C@H](OC)[C@@H](C)CN[C@H](C)CO3)c1,0.6
O=C(C[C@@H]1CC[C@H](NS(=O)(=O)c2ccccc2)[C@H](CO)O1)N1CCN(c2ccccc2)CC1,-1.9
CCC(=O)N[C@@H]1CC[C@H](CCn2cc(-c3cccc(OC)c3)nn2)O[C@@H]1CO,-1.9
Cc1ccccc1-c1ccc2c(c1)O[C@@H](CN(C)C)[C@@H](C)CN([C@@H](C)CO)S2(=O)=O,0.7
O=C(Nc1ccc(F)cc1)N1CCCCN2[C@H](CO)[C@H](c3ccc(C#Cc4ccccc4)cc3)[C@@H]2C1,0.2
COCC#Cc1ccc2c(c1)O[C@@H](CN(C)C(=O)NC(C)C)[C@@H](C)CN([C@@H](C)CO)S2(=O)=O,0.7
C[C@H](CO)N1C[C@H](C)[C@@H](CN(C)C(=O)Nc2ccc3c(c2)OCO3)OCCCC[C@H](C)Oc2ccc(NC(=O)c3ccncc3)cc2C1=O,-1.2
O=C(CN1CCOCC1)N1CCCCN2[C@H](C1)[C@H](c1ccc(-c3ccccc3)cc1)[C@@H]2CO,1.0
COc1cccc(-c2ccc(C3[C@@H]4CN(S(=O)(=O)c5cccc(OC)c5)C[C@H]3N4)cc2)c1 (some centres not stated),-0.1&-0.6
CO[C@@H]1CN(C)C(=O)c2ccc(NS(=O)(=O)c3cn(C)cn3)cc2OC[C@@H](C)N(Cc2cccc(F)c2)C[C@@H]1C,0.7
C[C@H]1CN([C@@H](C)CO)C(=O)c2cc(C#CCc3ccccc3)cnc2O[C@@H]1CN(C)Cc1cccc(C(=O)O)c1,1.1
COc1ccc(C#Cc2ccc3c(c2)O[C@H](CN(C)C)[C@@H](C)CN([C@@H](C)CO)S3(=O)=O)cc1,-6.5
CC(=O)N1[C@@H]2Cn3c(ccc(-c4cccc(F)c4)c3=O)[C@H]1[C@@H](C(=O)NCCCN(C)C)[C@@H]2CO,1.2
C[C@@H]1CN([C@H](C)CO)S(=O)(=O)c2ccc(C#CC(C)(C)O)cc2O[C@H]1CN(C)C,-0.1
C[C@@H]1CN([C@H](C)CO)C(=O)c2cc(C#CC(C)(C)O)cnc2O[C@H]1CN(C)Cc1ccccn1,0.0
C[C@H](CO)N1C[C@H](C)[C@@H](CN(C)C(=O)c2cccc(F)c2)Oc2ncc(-c3cccc(F)c3)cc2C1=O,0.5
CCCNC(=O)C[C@H]1CC[C@H]2[C@@H](COc3ccc(NC(=O)Nc4ccc(C#N)cc4)cc3C(=O)N2C)O1,0.7
CC(C)NC(=O)N[C@@H]1C=C[C@H](CC(=O)NC2Cc3ccccc3C2)O[C@@H]1CO,-12.3
CC(C)NC(=O)Nc1ccc2c(c1)CC(=O)N([C@@H](C)CO)C[C@@H](C)[C@H](CN(C)C)O2,0.1
CC(C)NC(=O)N(C)C[C@H]1Oc2ccc(NC(=O)CCCCCC(=O)Nc3ccccc3N)cc2C(=O)N([C@H](C)CO)C[C@@H]1C,-0.4
CCCCNc1ccc2c(c1)OC[C@@H](Cc1ccccc1)NS2(=O)=O,1.7
C[C@@H]1CCCCO[C@@H](CN(C)C(=O)c2ccccc2)[C@@H](C)CN([C@H](C)CO)C(=O)c2cc(NC(=O)Nc3ccccc3)ccc2O1,0.5
CC=Cc1ccc2n(c1=O)C[C@H]1[C@H](CO)[C@@H](C(=O)NC3Cc4ccccc4C3)N(CC3CC3)[C@@H]21 (mixture of isomers),-0.4
COc1ccc(NC(=O)N(C)C[C@@H]2Oc3c(NC(=O)Nc4ccc5c(c4)OCO5)cccc3C(=O)N([C@H](C)CO)C[C@@H]2C)cc1,1.2
COc1ccc(NC(=O)N(C)C[C@@H]2Oc3ccc(NC(=O)C4CC4)cc3CC(=O)N([C@H](C)CO)C[C@H]2C)cc1,-5.6
COc1ccc(NC(=O)N(C)C[C@H]2OCCCC[C@@H](C)Oc3ccc(NC(=O)Nc4ccccc4)cc3C(=O)N([C@@H](C)CO)C[C@H]2C)cc1,-0.7
CO[C@H](CN(C)C(=O)c1ccccc1F)[C@@H](C)CN([C@H](C)CO)S(=O)(=O)c1ccccc1,-2.6
CCC(=O)N1CC[C@H]2[C@H](CO)Nc3ccc(C#Cc4ccc(OC)cc4)cc3[C@H]21,-1.6
CO[C@H]1CN(C)C(=O)c2cc(NC(C)=O)ccc2OC[C@H](C)N(C(=O)c2ccccc2F)C[C@@H]1C,2.0
CC(C)NC(=O)Nc1ccc2c(c1)C(=O)N([C@@H](C)CO)C[C@@H](C)[C@H](CN(C)CC1CCCCC1)OCCCC[C@@H](C)O2,1.4
COCC(=O)N1CC(=O)N2[C@H](CO)[C@@H](c3ccc(C#CC4CC4)cc3)[C@H]2C1,-0.5
CC(C)NC(=O)Nc1cccc2c1O[C@H](CN(C)C)[C@H](C)CN([C@@H](C)CO)C2=O,-0.2
C[C@@H]1CN([C@H](C)CO)C(=O)Cc2cc(NS(=O)(=O)c3ccc(Cl)cc3)ccc2O[C@H]1CN(C)C(=O)Nc1ccc(C(F)(F)F)cc1,-0.5
C[C@@H]1CN([C@@H](C)CO)C(=O)c2cc(-c3cncnc3)cnc2O[C@H]1CN(C)CC1CCOCC1,-1.7
O=C(NCc1ccc(F)cc1)[C@@H]1[C@@H](CO)[C@@H]2Cn3c(cccc3=O)[C@H]1N2CC1CCCC1,1.2
COc1cccc(S(=O)(=O)N2C[C@H](O)COC[C@@H]3O[C@H](CC(=O)Nc4ccccc4)CC[C@H]32)c1,-0.6
CC(C)NC(=O)N(C)C[C@H]1OCCCC[C@@H](C)Oc2ccc(NC(=O)c3ccccc3)cc2C(=O)N([C@H](C)CO)C[C@@H]1C,-1.0
COc1ccc(NC(=O)N(C)C[C@H]2Oc3c(NC(=O)c4cnccn4)cccc3C(=O)N([C@H](C)CO)C[C@H]2C)cc1,0.8
Cc1noc(C)c1NC(=O)Nc1ccc2c(c1)C(=O)N([C@H](C)CO)C[C@@H](C)[C@H](CN(C)C(=O)Nc1ccc3c(c1)OCO3)OCCCC[C@@H](C)O2,2.4
CCCNC(=O)Nc1ccc2c(c1)OC[C@@H](C)N(Cc1ccncc1)C[C@@H](C)[C@@H](OC)CN(C)C2=O,0.1
